Compound activity (PubChem BioAssay)
M4 antag: CHRM4 antagonism in calcium assay. CHO-hM4 cells, ACh EC80, Fluo-8 calcium fluorescence. inhibition, % at 3 µM. hit rate 0.73% among 360,000;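 active = inhibition above its plate's cutoff, the mean inhibition of sample wells plus 3 SD, cut at about 27% in these data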;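 note: 0% = acetylcholine EC80 with DMSO and 100% = DMSO without agonist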
Target sequence (P08173 whole entry, looked up): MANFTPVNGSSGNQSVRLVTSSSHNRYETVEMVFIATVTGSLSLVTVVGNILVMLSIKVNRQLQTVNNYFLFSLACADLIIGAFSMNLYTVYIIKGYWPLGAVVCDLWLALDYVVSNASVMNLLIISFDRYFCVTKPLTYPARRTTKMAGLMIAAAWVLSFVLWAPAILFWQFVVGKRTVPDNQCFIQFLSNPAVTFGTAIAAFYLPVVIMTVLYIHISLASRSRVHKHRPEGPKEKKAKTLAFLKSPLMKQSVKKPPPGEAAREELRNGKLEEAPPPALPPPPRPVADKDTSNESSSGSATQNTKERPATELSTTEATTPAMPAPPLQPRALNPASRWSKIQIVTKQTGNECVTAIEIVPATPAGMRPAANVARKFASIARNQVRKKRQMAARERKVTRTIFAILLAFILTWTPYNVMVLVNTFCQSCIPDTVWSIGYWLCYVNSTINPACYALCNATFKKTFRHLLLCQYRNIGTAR
CRFBP-R2 block: CRF-BP/CRF-R2 complex antagonism | HEK293 CRF-R2/CRF-BP, CRF-induced calcium fluorescence | inhibition, % at 11.8 µM | hit rate 0.59% among 350,000 | AID 588475;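 active = inhibition of the ligand-induced calcium signal above about 50% at the single tested concentration, limit read from the data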
M4 PAM: potentiates acetylcholine response at human M4 receptor; hit rate 0.4% among 360,000; activation, % at 3 µM; CHO-K1 hM4/Gqi5, Fluo-8 calcium fluorescence, ACh EC20; 0% = ACh EC20, 100% = maximal ACh; P08173;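 active = activation above its plate's cutoff, the mean activation of sample wells plus 3 SD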; note: some results filed as inactive read as strong as hits
CHRM1 PAM: potentiates human M1 receptor response to acetylcholine | hit rate 0.088% among 360,000 | CHO-K1 hM1, Fluo-8 calcium fluorescence, ACh EC20; 0% = ACh EC20, 100% = maximal ACh | activation, % at 3 µM | P11229; in the data active = activation above about 19%, passing the limit was not always enough
Target sequence (P11229 whole entry, looked up): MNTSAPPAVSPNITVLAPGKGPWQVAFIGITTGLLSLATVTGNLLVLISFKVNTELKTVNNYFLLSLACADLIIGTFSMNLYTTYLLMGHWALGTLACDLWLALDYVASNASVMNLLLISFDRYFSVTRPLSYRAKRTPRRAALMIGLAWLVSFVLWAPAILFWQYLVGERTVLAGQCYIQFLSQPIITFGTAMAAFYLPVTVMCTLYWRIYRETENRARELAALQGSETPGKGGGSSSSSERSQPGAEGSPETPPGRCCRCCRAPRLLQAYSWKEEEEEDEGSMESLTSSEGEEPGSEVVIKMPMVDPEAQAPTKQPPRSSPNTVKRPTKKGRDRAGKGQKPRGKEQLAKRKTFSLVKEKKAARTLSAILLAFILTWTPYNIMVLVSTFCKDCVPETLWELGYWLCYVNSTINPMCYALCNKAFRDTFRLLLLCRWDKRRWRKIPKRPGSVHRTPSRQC
CRFR2-BP ag: agonists of human CRF-binding protein/CRF-R2 receptor complex. HEK293 CRF-R2/CRF-BP, calcium dye fluorescence (FLIPR); percent of saturating CRF peptide response. activation, % at 13.2 µM. hit rate 0.46% among 350,000. AID 588473;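 active = activation of at least 50%, plus an integration ratio under a set limit after plate pattern correction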;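 note: plate controls were neutral control wells without compound for no effect and CRF at EC100 for full effect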
M5 antag: antagonists of human muscarinic M5 receptor (CHRM5) | P08912 | CHO-hM5 cells, Fluo-8 calcium fluorescence, ACh EC80 | inhibition, % at 3 µM | hit rate 0.59% among 360,000 | AID 624040;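 active = inhibition above a per-plate cutoff, the mean of that plate's test compounds plus 3 SD, cut at about 27% in these data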;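 note: 0% = acetylcholine EC80 with DMSO and 100% = DMSO without agonist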
CHRM4 agonist: CHRM4 agonism in calcium assay. P08173. hit rate 0.14% among 360,000. activation, % at 3 µM. CHO-K1 hM4/Gqi5, Fluo-8 calcium fluorescence; vehicle 0%, full acetylcholine response 100%;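 active = activation above the run mean over all test wells plus 3 SD, cut at about 32% in these data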;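 note: peak over basal fluorescence ratio per well then scaled between controls; 0% = DMSO wells and 100% = acetylcholine at EC100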
M5 ag: CHRM5 agonism in calcium assay; P08912; CHO-K1 hM5 cells, Fluo-8 calcium fluorescence; 0% DMSO wells, 100% maximal acetylcholine response; activation, % at 3 µM; hit rate 0.19% among 360,000;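 active = activation above the run's mean over test compounds plus 3 SD, cut at about 23% in these data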;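 note: signal is peak over basal fluorescence ratio across the kinetic read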
CHRM5 PAM: positive allosteric modulators of human muscarinic M5 receptor; P08912; CHO-K1 hM5, Fluo-8 calcium, ACh EC20 PAM; 0% = ACh EC20, 100% = ACh EC100; activation, % at 3 µM; hit rate 0.3% among 360,000; AID 624038;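 active = activation above the run cutoff, the mean activation of all test compounds plus 3 SD, cut at about 18% in these data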
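Assay system: CHO-K1 hM5 cells. Also added: acetylcholine at EC20 concentration, added after compound. Dosing: 3 µM, single dose. Times: compound preincubation 140 s before EC20 acetylcholine addition. Signal: Fluo-8 calcium fluorescence. Measure: % activation relative to EC20 and EC100 ACh responses. Repeats: singlicate, one well per test compound.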
Active calls of the source: *. This is a random part of the collection; about 2.6% have a hit in one of these screens.

CCCCn1c(N)c(-c2nc3ccccc3s2)c2c([N+](=O)[O-])nn(CC)c(=O)c21 was read as M4 antag 11.4, CRFBP-R2 block -4.2, M4 PAM -6.2, CHRM1 PAM -4.2, CRFR2-BP ag 0.9, M5 antag 5.2, CHRM4 agonist 0.7, M5 ag 0.7 and CHRM5 PAM -9.0.
For CCc1nnc(NC(=O)CCC2CCCCC2)s1 the results were M4 antag -3.8, CRFBP-R2 block -53.3, M4 PAM 13.8, CHRM1 PAM 9.7, CRFR2-BP ag -0.7, M5 antag 4.6, CHRM4 agonist 0.4, M5 ag 4.6 and CHRM5 PAM 1.8.
For O=C(c1ccc(Cl)c(Cl)c1)N1CCOCC1 the results were M4 antag 2.2, CRFBP-R2 block 4.1, M4 PAM 1.5, CHRM1 PAM -2.3, CRFR2-BP ag -1.6, M5 antag -3.4, CHRM4 agonist 0.5, M5 ag -1.9 and CHRM5 PAM 4.9.
`CCc1nnc(N/N=C/c2c(F)cccc2Cl)n1N` gave M4 antag -1.7, CRFBP-R2 block -3.5, M4 PAM 3.5, CHRM1 PAM 18.6, CRFR2-BP ag 0.2, M5 antag 4.0, CHRM4 agonist 1.4, M5 ag 1.3 and CHRM5 PAM 2.0.
Screening CCN(CC)CCCN=Cc1c(O)n(Cc2ccccc2)c(=O)c2ccccc12 returned M4 antag -6.6, CRFBP-R2 block 1.6, M4 PAM -5.3, CHRM1 PAM -2.3, CRFR2-BP ag 3.0, M5 antag -8.3, CHRM4 agonist 1.2, M5 ag -4.4 and CHRM5 PAM 0.9.
CCc1ccc(CNCc2ccc(F)cc2)cc1 was read as M4 antag 2.3, CRFBP-R2 block 0.7, M4 PAM 2.8, CHRM1 PAM 0.9, CRFR2-BP ag -0.6, M5 antag -11.7, CHRM4 agonist 3.7, M5 ag -1.1 and CHRM5 PAM 5.6.
For O=C(CSc1ccccn1)N1CCN(c2cccc(Cl)c2)CC1 the results were M4 antag -6.2, CRFBP-R2 block 10.0, M4 PAM -1.5, CHRM1 PAM 1.0, CRFR2-BP ag 0.5, M5 antag -2.1, CHRM4 agonist 1.9, M5 ag -5.5 and CHRM5 PAM -6.1.
For CCN(C(=O)CN1C(=O)c2ccccc2S1(=O)=O)C1CCCCC1 the results were M4 antag 0.8, CRFBP-R2 block 6.2, M4 PAM 4.8, CHRM1 PAM 4.2, CRFR2-BP ag -1.4, M5 antag -0.1, CHRM4 agonist 1.3, M5 ag 0.8 and CHRM5 PAM 3.2.
`O=C(Nc1ccccc1OC(F)F)c1ccc(-n2cncn2)c([N+](=O)[O-])c1` gave M4 antag -3.8, CRFBP-R2 block 7.2, M4 PAM 0.9, CHRM1 PAM -4.8, CRFR2-BP ag -1.2, M5 antag 10.0, CHRM4 agonist 2.7, M5 ag -0.8 and CHRM5 PAM -4.4.
Screening COCCN(CC(=O)Nc1cccc(C)c1C)C(=O)c1oc2ccccc2c1C returned M4 antag 4.1, CRFBP-R2 block -0.5, M4 PAM -0.2, CHRM1 PAM -3.2, CRFR2-BP ag -0.2, M5 antag 4.6, CHRM4 agonist 8.3, M5 ag 3.0 and CHRM5 PAM -4.7.
Screening COC(=O)Cc1c(C)c2ccc(OCC(=O)N3CCC(C)CC3)c(C)c2oc1=O returned M4 antag -6.5, CRFBP-R2 block -2.5, M4 PAM -0.9, CHRM1 PAM 4.7, CRFR2-BP ag -0.6, M5 antag 0.6, CHRM4 agonist 6.7, M5 ag -1.9 and CHRM5 PAM 0.2.
For COc1ccc2[nH]c3c(c2c1)CCN1C(=O)C(CC(=O)NCCCn2ccnc2)C[C@H](C(=O)N2CCOCC2)[C@@]31C (stereo not given in full) the results were M4 antag -13.9, CRFBP-R2 block -0.8, M4 PAM 0.1, CHRM1 PAM 7.0, CRFR2-BP ag -0.8, M5 antag -7.3, CHRM4 agonist 0.0, M5 ag -1.8 and CHRM5 PAM 4.6.
`O=C(CN1CCN(S(=O)(=O)c2ccc(Br)cc2)CC1)Nc1ccccc1C(=O)c1ccccc1` gave M4 antag -7.3, CRFBP-R2 block 0.6, M4 PAM 3.4, CHRM1 PAM 8.8, CRFR2-BP ag 7.1, M5 antag -9.0, CHRM4 agonist 0.2, M5 ag 2.7 and CHRM5 PAM -1.6.
CCN1CCN(c2ccc(S(=O)(=O)N3CCCCC3)cc2NC(=O)c2ccc(OC(F)F)cc2)CC1 was read as M4 antag -5.4, CRFBP-R2 block -0.6, M4 PAM -0.1, CHRM1 PAM 23.7, CRFR2-BP ag 0.2, M5 antag 2.0, CHRM4 agonist 1.5, M5 ag -0.1 and CHRM5 PAM 2.3.
COc1ccccc1N(CC(=O)Nc1ccc(C(F)(F)F)cc1)S(C)(=O)=O was read as M4 antag 6.6, CRFBP-R2 block -20.9, M4 PAM -5.4, CHRM1 PAM 2.5, CRFR2-BP ag 0.2, M5 antag 6.8, CHRM4 agonist 3.7, M5 ag -0.2 and CHRM5 PAM -7.8.
`Cc1c(Cl)cccc1-n1ccnc1SCC(=O)O` gave M4 antag 1.2, CRFBP-R2 block 1.5, M4 PAM 3.8, CHRM1 PAM 3.8, CRFR2-BP ag -0.5, M5 antag -0.3, CHRM4 agonist -0.3, M5 ag 1.7 and CHRM5 PAM -1.5.
CCOC(=O)N1CCC(c2nc3ccccc3[nH]2)CC1 was read as M4 antag -13.7, CRFBP-R2 block 4.5, M4 PAM 4.7, CHRM1 PAM 4.0, CRFR2-BP ag 0.1, M5 antag 0.9, CHRM4 agonist 4.0, M5 ag -3.5 and CHRM5 PAM 1.5.
CN1CCC(=NNC(=O)c2ccc(N(Cc3ccccc3Cl)S(C)(=O)=O)cc2)CC1 was read as M4 antag 3.4, CRFBP-R2 block 0.7, M4 PAM -0.4, CHRM1 PAM 0.3, CRFR2-BP ag 0.4, M5 antag -4.0, CHRM4 agonist 0.9, M5 ag -1.6 and CHRM5 PAM 2.5.
`COc1ccc([C@H]2CC(=O)C=C(c3ccnc4ccc(Cl)cc34)C2)cc1` gave M4 antag 19.9, CRFBP-R2 block -3.8, M4 PAM 2.2, CHRM1 PAM -10.0, CRFR2-BP ag 0.9, M5 antag 23.8, CHRM4 agonist 12.8, M5 ag 2.0 and CHRM5 PAM -23.9.
`CCN(c1ccccc1)S(=O)(=O)c1ccc(OC)c(NC(=O)CNC)c1` gave M4 antag -1.4, CRFBP-R2 block 12.9, M4 PAM -1.1, CHRM1 PAM -2.2, CRFR2-BP ag -0.9, M5 antag 6.5, CHRM4 agonist 6.3, M5 ag 1.2 and CHRM5 PAM 0.8.
CC1(C)CC(NC(=O)c2ccc(-c3ccc([N+](=O)[O-])cc3)o2)CC(C)(C)N1 was read as M4 antag 3.3, CRFBP-R2 block 6.7, M4 PAM 19.9*, CHRM1 PAM 12.0, CRFR2-BP ag 2.7, M5 antag -8.2, CHRM4 agonist -0.1, M5 ag -6.1 and CHRM5 PAM 5.5.
`CCOc1cc(C=O)ccc1OCC(N)=O` gave M4 antag 5.1, CRFBP-R2 block 1.8, M4 PAM -0.7, CHRM1 PAM 0.4, CRFR2-BP ag -0.7, M5 antag 6.9, CHRM4 agonist 0.4, M5 ag 1.8 and CHRM5 PAM 0.9.
Clc1cc(Br)ccc1OCCCn1ccnc1 was read as M4 antag -5.0, CRFBP-R2 block 9.2, M4 PAM -6.9, CHRM1 PAM -21.1, CRFR2-BP ag -0.7, M5 antag 4.4, CHRM4 agonist 2.2, M5 ag -6.9 and CHRM5 PAM -9.2.
CC(=O)N(Cc1nc2sc(C)c(C)c2c(=O)[nH]1)C1CCCC1 was read as M4 antag 8.3, CRFBP-R2 block 1.8, M4 PAM -14.3, CHRM1 PAM -5.8, CRFR2-BP ag 0.9, M5 antag 18.2, CHRM4 agonist 18.0, M5 ag 9.1 and CHRM5 PAM -27.6.
`CCCCOc1ccc(C(=O)N(C)CC(=O)Nc2ccc(C)cc2)cc1` gave M4 antag 3.2, CRFBP-R2 block -13.6, M4 PAM 3.6, CHRM1 PAM 5.1, CRFR2-BP ag -5.4, M5 antag -6.0, CHRM4 agonist 0.1, M5 ag -2.5 and CHRM5 PAM 7.7.
For O=C(NCc1cccc(Br)c1)C1CC2Cn3c(nc4ccccc43)C2N1c1ccccc1 (stereo not given) the results were M4 antag 1.5, CRFBP-R2 block -5.2, M4 PAM 2.0, CHRM1 PAM 3.7, CRFR2-BP ag -1.8, M5 antag 2.5, CHRM4 agonist 2.4, M5 ag -2.9 and CHRM5 PAM 10.5.
For CC(C)c1nc(SCC(=O)Nc2ccc(C(=O)O)cc2)c2c3c(sc2n1)CCCC3 the results were M4 antag -6.1, CRFBP-R2 block -26.8, M4 PAM 10.0, CHRM1 PAM 9.5, CRFR2-BP ag -1.8, M5 antag 8.4, CHRM4 agonist 1.5, M5 ag -2.0 and CHRM5 PAM -3.9.
CC(NC(=O)c1cccnc1)C(=O)N1CCCCC1 (stereo not given) was read as M4 antag 1.5, CRFBP-R2 block 10.1, M4 PAM -2.6, CHRM1 PAM -2.6, CRFR2-BP ag 1.7, M5 antag -5.8, CHRM4 agonist -0.2, M5 ag -1.9 and CHRM5 PAM -0.5.
Screening Cc1csc2ncnc(N3CCN(C(=S)Nc4ccc(C(F)(F)F)cc4)CC3)c12 returned M4 antag 7.9, CRFBP-R2 block -9.4, M4 PAM -10.2, CHRM1 PAM -13.8, CRFR2-BP ag 3.0, M5 antag 15.7, CHRM4 agonist 11.8, M5 ag -0.9 and CHRM5 PAM -27.8.
Screening CN(CC(=O)Nc1ccc(Cl)cc1)C(=O)CNC(=O)c1ccc2ccccc2c1 returned M4 antag -2.9, CRFBP-R2 block -2.3, M4 PAM 6.9, CHRM1 PAM 9.0, CRFR2-BP ag 0.3, M5 antag 4.0, CHRM4 agonist 2.5, M5 ag -4.6 and CHRM5 PAM 3.0.
For O=C(Cn1cnc2c(cnn2-c2ccccc2)c1=O)N1CCOCC1 the results were M4 antag -5.8, CRFBP-R2 block -7.4, M4 PAM 1.7, CHRM1 PAM 0.1, CRFR2-BP ag 4.5, M5 antag -0.5, CHRM4 agonist -0.2, M5 ag 0.9 and CHRM5 PAM -4.2.
For C/C(=C\C(=S)Nc1ccccc1)Nc1ccc2ccccc2c1 the results were M4 antag 9.4, CRFBP-R2 block 34.0, M4 PAM -4.6, CHRM1 PAM 1.8, CRFR2-BP ag 0.5, M5 antag 8.4, CHRM4 agonist 0.3, M5 ag 1.0 and CHRM5 PAM -5.6.
Screening O=C(NNC(=O)c1ccccc1O)c1ccc(Br)cc1 returned M4 antag 7.9, CRFBP-R2 block -1.6, M4 PAM 9.8, CHRM1 PAM 6.9, CRFR2-BP ag 0.6, M5 antag -2.0, CHRM4 agonist 1.7, M5 ag 1.7 and CHRM5 PAM 6.8.
Screening O=C(NCCC(=O)N(CCc1ccccc1)Cc1ccccc1)c1ccc(Br)cc1 returned M4 antag 3.7, CRFBP-R2 block 18.5, M4 PAM 0.1, CHRM1 PAM -0.9, CRFR2-BP ag 1.2, M5 antag -4.5, CHRM4 agonist 3.9, M5 ag -7.7 and CHRM5 PAM 2.5.
Screening COc1ccccc1NS(=O)(=O)c1ccc(C(=O)N2CCN(c3ccccc3O)CC2)cc1 returned M4 antag 9.1, CRFBP-R2 block -5.6, M4 PAM -11.2, CHRM1 PAM -10.6, CRFR2-BP ag 0.7, M5 antag 11.0, CHRM4 agonist 21.5, M5 ag 8.3 and CHRM5 PAM -25.6.
